# ALOX12 inhib – blocks human 12-lipoxygenase activity; Potency, µM (top dose mostly 57.1 µM), without a hit: at the top dose activity change, negative = inhibition, actives largely listed as inhibitors; actives 0.12% (n = 150,000); P18054; purified 12-hLO, xylenol orange hydroperoxide absorbance; active = well fitted inhibition curve with a large enough effect; inconclusive = small, poorly fitted or top-dose-only effect; note: potency is the fitted concentration of half-maximal effect; nearly all actives have a fitted effect of over 55% in size; many of its hits are not listed in these tables
# Target sequence (P18054 whole entry, looked up): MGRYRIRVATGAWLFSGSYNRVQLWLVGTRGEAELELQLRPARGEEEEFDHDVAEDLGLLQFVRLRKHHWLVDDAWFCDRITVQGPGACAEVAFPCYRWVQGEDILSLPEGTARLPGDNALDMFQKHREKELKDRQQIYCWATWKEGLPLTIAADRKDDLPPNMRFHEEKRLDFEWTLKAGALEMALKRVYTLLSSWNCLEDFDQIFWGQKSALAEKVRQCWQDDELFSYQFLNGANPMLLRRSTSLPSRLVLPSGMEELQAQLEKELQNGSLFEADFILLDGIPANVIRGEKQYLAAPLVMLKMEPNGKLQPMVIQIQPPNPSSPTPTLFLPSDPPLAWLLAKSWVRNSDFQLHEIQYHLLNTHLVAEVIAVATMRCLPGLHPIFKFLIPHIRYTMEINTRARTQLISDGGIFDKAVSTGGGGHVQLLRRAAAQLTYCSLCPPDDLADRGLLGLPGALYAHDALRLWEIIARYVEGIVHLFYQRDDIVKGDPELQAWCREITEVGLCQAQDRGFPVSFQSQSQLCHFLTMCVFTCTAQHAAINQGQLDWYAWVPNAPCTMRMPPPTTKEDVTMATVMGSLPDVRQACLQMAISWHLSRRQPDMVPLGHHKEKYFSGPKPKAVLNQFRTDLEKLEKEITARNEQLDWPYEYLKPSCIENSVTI
#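 Purified human 12hLO (150 nM), preincubated 15 min with compound, then 40 uM arachidonic acid for 30 min, room temperature, Hepes pH 7.0 with 0.01% Triton X-100. Hydroperoxide detected by ferrous iron/xylenol orange; 573/405 nm absorbance ratio gives reaction progress.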
# IMPase inh – membrane-permeable compound that blocks inositol monophosphatase. P97697. CHO-M1 cells, IP1 accumulation, HTRF TR-FRET ratio. inhibition (IP1 accumulation), % at 46.1 µM. 120,000 tested, under 10 active; active = well fitted curve in the direction sought with a large enough effect in the signal ratio, not every such curve was filed as active; inconclusive = small, poorly fitted or top-dose-only effect, or a change in a side signal; inactive = no such curve, though single readings can be large or run the other way; the % refers to the signal ratio;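 note: cells stimulated with carbachol in lithium chloride buffer; plate controls were DMSO basal wells for no effect and reference inhibitor wells for full effect; higher means more IMPase inhibition seen as more IP1 and lower FRET ratio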
#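 Measured: the HTRF emission ratio (665/620 nm) plus the 620 nm donor channel, each fitted to the Hill equation to give AC50. Cells were CHO-M1 given compounds up to 46 uM and a 30 min carbachol stimulation at 37C.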
# An asterisk follows results filed as active; ? = inconclusive; . = not tested or not shown; [ ] = dose if it differs, or a comment. Unless noted, % is set by controls: 0 for no effect and ±100 for the full control effect.
SMILES,ALOX12 inhib,IMPase inh
COc1cc(NC(=O)c2cccc(F)c2)ccc1NC(=O)c1cc2ccccc2o1,.,?
COc1ccc(NC(=O)CCCSc2nc(-c3ccco3)cc(C(F)(F)F)n2)c(OC)c1,.,-8
CCN(C(=O)C(NS(=O)(=O)c1ccc(Br)s1)c1ccccc1)c1ccc(C)c(C)c1 (stereo unspecified),.,5
Cc1ccc(C(=O)Nc2cc(-c3nc4ncccc4o3)ccc2C)c(C)c1,.,1
COc1ccccc1NC(=O)c1c(NC(=O)c2cccs2)sc2c1CCC(C(C)(C)C)C2 (stereo unspecified),.,4
O=C1C2=C(Nc3ccccc3SC2c2ccccc2C(F)(F)F)c2ccccc21 (stereo unspecified),.,-5
CC1CCc2c(sc(NC(=O)COc3ccccc3)c2C(=O)Nc2ccccc2Cl)C1 (stereo unspecified),.,8
CCCC1=Nc2cc(C(=O)NCCc3ccc(OC)cc3OC)ccc2Sc2ccccc21,.,14
CCOc1ccc(C(=O)Nc2c(C(=O)c3ccccc3)oc3ccccc23)cc1,.,5
COc1ccc(-c2nc3ccccc3n3c(-c4ccc(OC)cc4)c4c(=O)n(C)c(=O)n(C)c4c23)cc1,.,2
O=C(Nc1ccc2oc(-c3cccnc3)nc2c1)c1ccc(Br)cc1,.,2
CCC(=O)Oc1ccc(/C=C(\C#N)c2nc3ccccc3[nH]2)cc1OC,.,9
CC(=O)c1ccc(NC(=O)Cn2nc(C(F)(F)F)c3c2CCCC3)cc1,.,-2
Clc1cccc(-c2nc3ccccn3c2Nc2ccc3c(c2)OCCO3)c1,.,-17
CN(C)c1ccc(Nc2nc3ccccc3n3nnnc23)cc1,.,6
CCc1nn2c(=O)c(S(=O)(=O)Nc3ccc(C)c(C)c3)c(C)nc2s1,.,3
CCn1c(=O)c(=O)n(CC)c2cc(N3CCCCC3)c(NC(=O)c3cccc(F)c3)cc21,.,1
COc1ccc(NC(=O)Cn2c(=O)n(CC(=O)NCCc3ccccc3)c(=O)c3ccccc32)cc1,.,-2
CCOC(=O)c1c(NC(=O)CCCOc2ccccc2C)sc2c1CCC(C)C2 (stereo unspecified),.,-11
COc1ccc(-c2nc3ccccc3o2)cc1NC(=O)Cc1ccc(Cl)cc1,.,7
Fc1ccc(C(NCCc2ccccc2)c2nnc(-c3ccccc3Cl)o2)cc1 (stereo unspecified),.,7
O=C(CCC1N=C2c3ccccc3N=C(SCC(=O)Nc3cccc(Cl)c3)N2C1=O)NCc1ccco1 (stereo unspecified),.,-1
Cc1nc2ccccc2n1CC(O)COc1ccc(C(=O)O)cc1 (stereo unspecified),.,3
COc1ccc(-c2c3c(nc4sc(C(=O)Nc5ccc(Cl)cc5)c(N)c24)CC(C)(C)CC3=O)cc1,.,-5
CCOC(=O)N1CCN(CCC(=O)Nc2cc(C)ccc2C)CC1,.,-3
Nc1nonc1-c1nc2ccccc2n1Cc1c(Cl)cccc1Cl,.,4
Cc1ccc(CN2C(=O)C(O)(CC(=O)c3ccc(C)cc3)c3ccccc32)cc1 (stereo unspecified),.,5
CCC(C)OC(=O)/C(C#N)=C/c1ccc(-c2ccc(Br)cc2)o1 (stereo unspecified),.,?
CCCCn1c(SCC(=O)c2ccccc2)nc2sc3c(c2c1=O)CCCC3,.,-6
C=C(C)Cn1c(SCC(=O)Nc2cc(C)ccc2C)nc2sc3c(c2c1=O)CCCC3,.,-24
O=C(Nc1ccc(Cl)cc1)c1cc2c(-c3ccccc3)nn(-c3ccccc3)c2s1,.,2
Clc1ccccc1Cc1cn2cc(-c3ccccc3)nc2s1,.,-1
O=C(Nc1ccc(Oc2ccccc2)cc1)C1CCN(S(=O)(=O)c2ccccc2)CC1,.,9
O=C(CC(NCc1cccnc1)C(=O)O)Nc1ccc(O)cc1 (stereo unspecified),.,5
Cc1cc(C)cc(OCC(=O)Nc2c(C(=O)c3ccccc3)oc3ccccc23)c1,.,2
Cc1ccc(C(Nc2ccccn2)c2ccc3cccnc3c2O)cc1 (stereo unspecified),.,11
Cc1cc(-c2nc3ncccc3o2)ccc1NC(=O)COc1ccc(C(C)(C)C)cc1,.,3
COc1ccc(OC)c(C2CC(=O)Nc3ccc4ccccc4c32)c1 (stereo unspecified),.,-5
COCCn1c(=N)c(C(=O)NCC2CCCO2)cc2c(=O)n3ccccc3nc21 (stereo unspecified),.,-8
COc1ccccc1-c1nc(S(=O)(=O)c2ccccc2)c(N2CCC(C)CC2)o1,.,-3
Cc1cccc(-c2nc3c(cnn3-c3ccccc3)c(=O)n2-c2ccc(Br)cc2)c1,.,-2
COc1cc(C2NC(=O)NC(C)=C2C(=O)Nc2cc(C)cc(C)c2)ccc1O (stereo unspecified),.,-1
COC(=O)c1c(NC(=O)CCCOc2ccc(C)cc2)sc2c1CCCC2,.,1
CCOCN(C(=O)Cn1c(C)nc2ccccc21)c1c(C)cccc1CC,.,0
Nc1c(C(=O)Nc2ccccc2Br)sc2nc(-c3cccs3)ccc12,.,-5
CCc1ccc(-n2nc3ccc(NC(=O)c4cc5ccccc5o4)cc3n2)cc1,.,-2
O=C(Nc1ccc(Br)cc1)c1cccc(C(=O)Nc2ccc(Br)cc2)c1,.,-1
COc1ccccc1-c1nc2n(n1)C(c1ccccc1Cl)C(C(=O)Nc1cccnc1)=C(C)N2 (stereo unspecified),.,4
COc1ccc(OC)c(NC(=O)C2CCN(S(=O)(=O)c3ccc(C)cc3)CC2)c1,.,2
Cc1cc(OCC(O)CN2CCN(c3cccc(Cl)c3)CC2)ccc1Cl (stereo unspecified),.,15
CC(=O)Nc1ccc(S(=O)(=O)N(Cc2ccccc2)Cc2ccccc2)cc1,.,0
CCOC(=O)N1CCN(C(=O)CN(c2cccc(Cl)c2)S(=O)(=O)c2ccccc2)CC1,.,-5
C#CCCOC(=O)N1C2=NC(C(=O)OC)=C(C(=O)OC)[C@@H]3N(C)c4ccccc4[C@]23C[C@H]1C(=O)OC,0%[11.4 µM],.
COC/C=C/C1=CC2=CC(=O)C(C)(OC(=O)C3CCCC3)C(=O)C2=CO1 (stereo unspecified),-13%,.
COc1ccc(S(=O)(=O)Nc2ccccc2C(=O)O)cc1,-4%,.
COC(=O)C1=C(C)N(CC2CC2)C(=O)N[C@H]1c1ccccc1,2%[11.4 µM],.
COC(=O)CCC(=O)OC1(C)C(=O)C=C2C=C(C3CC3)N(C3CC3)C=C2C1=O (stereo unspecified),-1%[11.4 µM],.
COC(=O)C1=C(C(=O)OC)[C@@H]2N(C)c3ccc(OC)cc3[C@@]23C[C@@H](C(=O)OC)N(S(=O)(=O)c2c(C)noc2C)C3=N1,-7%[11.4 µM],.
CC(C)C[C@@H](CC(=O)N[C@@H](CCC(=O)O)CC(=O)O)NC(=O)[C@@H]1CNCC[C@H]1NC(=O)C[C@@H](NC(=O)C[C@H](CO)NC(=O)[C@@H]1CNCC[C@H]1N)C(C)C,1%,.
CCCCC[C@H](O)C/C=C1/C(=O)C=C[C@@H]1C/C=C\CCCC(=O)O,-4%,.

# Further results
SMILES,ALOX12 inhib,IMPase inh
CCCCC1=CC2=C(c3ccco3)C(=O)C(C)(OC(=O)c3ccc(OC)cc3)C(=O)C2=CN1c1ccccc1 (stereo unspecified),-5%[11.4 µM],.
O=C(O)c1ccc(Cl)c(S(=O)(=O)Nc2ccccc2F)c1,1%,.
CC1(OC(=O)C2CCCC2)C(=O)C=C2C=C(c3ccsc3)N(Cc3ccco3)C=C2C1=O (stereo unspecified),-17%[11.4 µM],.
C=CCN1c2ccccc2[C@]23C[C@@H](C(=O)OC)N(S(=O)(=O)c4ccc([N+](=O)[O-])cc4)C2=NC(C(=O)OC)=C(C(=O)OC)[C@H]13,-1%[11.4 µM],.
COC(C)(C)CCCC(C)C/C=C/C(C)=C/C(=O)O (stereo unspecified),0%,.
CC/C=C\C/C=C\C/C=C\C/C=C\C/C=C\C/C=C\CCC(=O)NCC(=O)O,-3%,.
C=CCN1c2ccccc2[C@]23C[C@@H](C(=O)OC)N(S(=O)(=O)c4ccc(Br)cc4)C2=NC(C(=O)OC)=C(C(=O)OC)[C@H]13,-2%[11.4 µM],.
COC/C=C/C1=CC2=CC(=O)C(C)(OC(=O)c3cnc4ccccc4n3)C(=O)C2=CN1C1CCCC1 (stereo unspecified),-3%[11.4 µM],.
CCCCCCCC/C=C\CCCCCCCC(=O)NCCCC(=O)O,5%,.
COC(=O)[C@@H](NC(=O)N1CCc2nc(COc3ccccc3)c3c(c2C1)CO[C@@H](C)C3)C(C)C,0%[11.4 µM],.
CC/C=C\C/C=C\C/C=C\C/C=C\C/C=C\CCCC(=O)O,-3%,.
CCCCC/C=C\C/C=C\CCCCCCCC(=O)NC(C)C(=O)O (stereo unspecified),4%,.
CCN1CCCC1CNC(=O)c1ccc(Cc2nc3ccccc3[nH]2)cc1 (stereo unspecified),1%,.
CCCCC/C=C\C/C=C\C/C=C\C/C=C\CCCCCC(=O)NC(C)C(=O)O (stereo unspecified),2%,.
c1ccc(-c2nc(-c3cccs3)c(NC3CCCCC3)o2)cc1,0%,.
CC(C)C[C@@H](CC(=O)N[C@H](CC(=O)N[C@@H]1CCNC[C@H]1C(=O)N[C@H](CC(=O)N[C@@H](CCC(=O)O)CC(=O)O)Cc1ccccc1)C(C)C)NC(=O)[C@@H]1CNCC[C@H]1N,4%,.
CC[C@@]12C=C(/C=C/c3ccccc3)[C@](CC)(C1)[C@H](c1ccccc1)CC2=O,6%,.
Cc1cc(C)c(S(=O)(=O)Nc2ccccc2C(=O)O)cc1C,1%,.

# Screening results (PubChem BioAssay)

# This is a subset. The share of hits here may be higher or lower than overall.
